From PubChem
MrgX1 allo act: human MrgX1 positive allosteric modulation, primary screen; hit rate 0.63% among 310,000; AID 588675; B-score at 10 µM; Q96LB2; MrgX1-HEK293, Fluo-4 calcium flux, FDSS; hits give high values;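 active = plate-corrected calcium response at least 3 library SD above typical, normal starting fluorescence, not activating the receptor alone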;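 note: compound read alongside a low EC10 to EC30 dose of BAM8-22 agonist; peak minus trough fluorescence over baseline measured at the second addition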
KCNK3 inh: human KCNK3 channel inhibition, primary screen | CHO-KCNK3 thallium flux, FluxOR fluorescence; hits give low values | B-score at 10 µM | hit rate 0.84% among 340,000 | O14649;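 active = B-score under library mean minus 4 SD, starting fluorescence ratio at most library mean plus 5 SD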;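 note: more negative B-score means stronger inhibition of thallium flux through KCNK3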
Target sequence (O14649 whole entry, looked up): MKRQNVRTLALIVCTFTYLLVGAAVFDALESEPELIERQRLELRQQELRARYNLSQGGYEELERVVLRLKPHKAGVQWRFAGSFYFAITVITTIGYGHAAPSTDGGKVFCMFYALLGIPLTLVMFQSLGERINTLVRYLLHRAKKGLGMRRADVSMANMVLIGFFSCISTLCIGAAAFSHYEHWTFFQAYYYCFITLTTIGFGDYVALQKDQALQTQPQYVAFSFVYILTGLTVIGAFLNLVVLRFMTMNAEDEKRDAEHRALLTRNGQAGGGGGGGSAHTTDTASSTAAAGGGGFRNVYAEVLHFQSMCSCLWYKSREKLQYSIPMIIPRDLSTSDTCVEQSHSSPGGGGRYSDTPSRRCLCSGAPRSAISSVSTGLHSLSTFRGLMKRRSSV
KCNK9 block: human KCNK9 channel inhibition. hit rate 1.2% among 310,000. B-score at 10 µM. AID 488922. HEK293 KCNK9, FluxOR thallium flux fluorescence; hits give low values;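 active = ratio B-score over 3 SD below the library mean, with starting fluorescence within 5 SD of its mean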;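 note: negative B-score means less thallium flux so channel inhibition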
KCNQ1 inh: human KCNQ1 channel inhibition; CHO-K1 KCNQ1, FluxOR thallium flux fluorescence; hits give high values; P51787; hit rate 1.3% among 310,000; B-score at 10 µM;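 active = compounds whose thallium flux B-score, printed positive for inhibition, exceeds three library SD while starting fluorescence stays within three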;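 note: channel opened by potassium depolarization with thallium stimulus after 20 min compound exposure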
Target sequence (P51787 whole entry, looked up): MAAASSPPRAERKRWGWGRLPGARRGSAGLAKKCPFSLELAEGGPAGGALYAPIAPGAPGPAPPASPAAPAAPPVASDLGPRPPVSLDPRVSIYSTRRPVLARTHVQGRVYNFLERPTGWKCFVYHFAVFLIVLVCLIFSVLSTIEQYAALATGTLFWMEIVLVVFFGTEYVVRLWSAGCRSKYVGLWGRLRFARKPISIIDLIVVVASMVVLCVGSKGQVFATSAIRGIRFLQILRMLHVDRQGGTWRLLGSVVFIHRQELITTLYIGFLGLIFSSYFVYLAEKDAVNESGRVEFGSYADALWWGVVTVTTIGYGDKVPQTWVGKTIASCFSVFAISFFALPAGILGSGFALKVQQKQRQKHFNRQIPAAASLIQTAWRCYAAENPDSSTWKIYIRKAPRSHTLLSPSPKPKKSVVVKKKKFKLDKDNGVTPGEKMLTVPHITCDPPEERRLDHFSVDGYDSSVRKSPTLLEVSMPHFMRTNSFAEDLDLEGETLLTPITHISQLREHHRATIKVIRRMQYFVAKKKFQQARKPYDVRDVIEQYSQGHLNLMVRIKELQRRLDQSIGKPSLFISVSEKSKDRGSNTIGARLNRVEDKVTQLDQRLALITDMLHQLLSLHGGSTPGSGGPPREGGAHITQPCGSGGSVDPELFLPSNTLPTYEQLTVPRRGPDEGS
RGS4 block: human RGS4 inhibition | P49798 | HEK293 M3R/RGS4 inducible, Fluo-4 calcium flux; hits give high values; triggered by carbachol at its EC20 | B-score at 10 µM | hit rate 0.45% among 310,000 | AID 463165;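 active = B-score, a plate-corrected calcium signal, over three deviations above library mean, with baseline fluorescence within five deviations of library mean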;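 note: RGS4 expression induced by doxycycline in cells with stable M3 receptor; B-score is computed from the integrated fluorescence ratio over baseline after carbachol; higher B-score means a larger calcium signal and so more RGS4 inhibition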
ANO1 activ: activators or potentiators of mouse TMEM16A chloride channel; hit rate 0.3% among 340,000; HEK293 TMEM16A/YFP-H148Q/I152L, iodide quench fluorescence; hits give low values; Q8BHY3; B-score at 10 µM; AID 623877;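 active = fluorescence-ratio B-score plate-corrected deviation score at least 3 library SD below zero, with starting fluorescence score within 5 deviations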;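 note: channel opened by trigger with iodide after compound preincubation; score built on the fluorescence ratio of max minus min over baseline; more negative score means more quench and so TMEM16A activation or potentiation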
KCNQ1 act: potentiators or activators of human KCNQ1 potassium channel. P51787. CHO-K1 KCNQ1, thallium flux FluxOR fluorescence; hits give high values. B-score at 10 µM. hit rate 0.35% among 310,000. AID 2648;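 active = fluorescence ratio B-score, a plate-corrected score, at least three library SD, with initial intensity B-score within 5 SD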
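Assay system: stable KCNQ1 CHO-K1 line; medium: assay buffer, equal DMSO in all wells; timing: 90 min dye loading and 20 min compound exposure, both at room temperature; technique: kinetic FluxOR thallium fluorescence, 10-s 1-Hz baseline, 110-s post-stimulus read; read-out basis: B score of baseline-normalized fluorescence ratio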
MrgX1 ag: human MrgX1 receptor agonism, primary screen; Q96LB2; MrgX1-HEK293 cells, Fluo-4 calcium fluorescence, agonist mode; hits give high values; B-score at 10 µM; hit rate 0.44% among 310,000; AID 588627;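 active = calcium response B-score plate-corrected fluorescence ratio at least 3 library SD, with starting fluorescence B-score inside 5 SD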
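Material: MrgX1-expressing HEK293 cells / Dosing: compound as first of three additions / Incubation: overnight seeding, then 1 h dark dye loading / Signal: Fluo-4 NW calcium fluorescence / Evaluation: B-scored fluorescence response ratio / Benchmarks: positive and negative control wells on each plate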
RGS4 pot: RGS4 potentiation or activation | hit rate 0.92% among 310,000 | AID 463111 | HEK293 M3R/inducible RGS4, carbachol calcium flux Fluo4; hits give low values | B-score at 10 µM;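 active = B-score of the integrated calcium signal more than 4 SD below the library mean, with starting fluorescence not abnormally high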;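 note: negative B-score means reduced calcium response which marks RGS4 activation or potentiation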
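Reagent: ECmax carbachol challenge; Test system: M3R-expressing HEK293 line, RGS4 induced by doxycycline; Schedule: overnight RGS4 induction, 30 min dye load 37 °C, 20 min compound RT; Detection: calcium dye Fluo4 fluorescence; Read-out: Agonist-evoked peak-minus-minimum fluorescence over baseline, integrated ratio, B score.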
ANO1 block: mouse TMEM16A channel inhibition, primary screen | hit rate 1.2% among 310,000 | HEK293 TMEM16A/YFP iodide influx fluorescence, ionomycin | normalized B-score (activity score, 25-100; higher = stronger inhibition) at 10 µM | AID 588511;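 active = ratio plate-corrected score three or more library SD toward inhibition, starting fluorescence score within five deviations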;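 note: score derived from kinetic fluorescence span divided by baseline fluorescence per well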
hERG protect: compounds protecting human hERG from proarrhythmic drug block; Q12809; CHO-hERG, FluxOR thallium flux, dofetilide IC70 present; activation (rescue from dofetilide block), less the hit threshold, % at 10 µM; hit rate 0.51% among 310,000; AID 1511;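 active = activation above the mean of controls blocked by dofetilide plus 5 SD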;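 note: thallium influx through hERG after potassium depolarization seen as dye fluorescence rise; in these data hits start at about 4.7%; inactives centre near -7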
Numbers without * were called inactive; i = inactive; . = not tested or not shown. Rows were taken by chance; 6.3% or so of the library scored in one or more.

SMILES	MrgX1 allo act	KCNK3 inh	KCNK9 block	KCNQ1 inh	RGS4 block	ANO1 activ	KCNQ1 act	MrgX1 ag	RGS4 pot	ANO1 block	hERG protect
CC(CCc1ccccc1)NC(=O)/C=C/c1ccccc1 (centres undefined)	i	i	i	i	i	i	i	i	i	i	-4.4
Nc1ncnc2c1ncn2CCc1ccccc1	i	i	i	i	i	i	i	i	i	i	-2.0
CCCn1c(C2CC(=O)N(c3ccc(C)cc3)C2)nc2ccccc21 (centres undefined)	i	i	i	i	i	i	i	i	i	i	-9.4
C=CCN1C(=O)c2ccc(C(=O)N3CCN(S(=O)(=O)c4ccccc4Br)CC3)cc2C1=O	i	i	i	i	i	i	i	i	i	i	-7.5
Cn1cnc(S(=O)(=O)Nc2ccccc2N2CCOCC2)c1	i	i	i	i	i	i	i	i	i	i	-7.3
Cc1cc(C)n(CC(O)COc2ccc(F)cc2)n1 (centres undefined)	i	i	i	i	i	i	i	i	i	i	-2.6
CCCC(C)C(=O)Nc1ccccc1C(=O)OCC (centres undefined)	i	i	i	i	i	i	i	i	i	i	-1.9
O=C(CSc1nnc(CNC(=O)c2c(F)cccc2Cl)o1)Nc1ccc2c(c1)OCCO2	i	i	i	i	i	i	i	i	i	i	-3.4
CCOC(=O)c1cc2c(nc1N)CC(C)(C)OC2	i	i	i	i	i	i	i	i	i	i	-4.7
Cc1cc(C)nc(SCC(=O)N/N=C/c2cccs2)n1	i	i	i	i	i	i	i	i	i	i	-1.1
COc1cccc(-c2csc(NC(=O)Oc3ccccc3)n2)c1	i	i	i	i	i	i	i	i	i	i	-6.6
Nc1cc(N)nc(SCC(=O)NCc2ccco2)n1	i	i	i	i	i	i	i	i	i	i	-6.5
COc1ccc(S(=O)(=O)NC(C)C)cc1C(=O)NC1CCCCC1	i	i	i	i	i	i	i	i	i	i	-8.4
COc1ccc(NC2CC(=O)N(C)C2=O)cc1 (centres undefined)	i	i	i	i	i	i	i	i	i	i	-8.3
CCN(CC)CCOC(=O)c1ccc(NC(=O)C(C)NC(=O)C23CC4CC(CC(C4)C2)C3)cc1 (centres undefined)	i	i	i	i	i	i	i	i	i	i	-11.0
CN(/N=C/c1ccncc1)C1=NS(=O)(=O)c2ccccc21	i	i	i	i	i	i	i	i	i	i	-3.2
Cc1nc(C)c2c(=O)cc(-c3ccccc3)[nH]c2n1	i	i	i	i	i	i	i	i	i	i	-4.8
CCOc1ccc(CNC(=O)CCn2c(=O)oc3ccccc32)cc1	i	i	i	i	i	i	i	i	i	i	-14.6
CCOc1c2ccc(C(=O)NCc3ccc(C)cc3)cc2nn1CCOC	i	i	i	i	i	i	i	i	i	i	0.1
CC(C)(C)c1ccc(C(CC(=O)O)NC(=O)Cc2ccc(Cl)cc2)cc1 (centres undefined)	i	i	i	i	i	i	i	i	i	i	-4.0
Cn1c(-c2cccc([N+](=O)[O-])c2)cnc1NCc1cccc(F)c1	i	i	i	i	i	i	i	i	i	i	-14.3
Fc1ccc(OCCOCCNCC2CCCO2)cc1 (centres undefined)	i	i	i	i	i	i	i	i	i	i	-9.5
CCC(=O)Nc1ccc2c(c1)nc(CCN1CCN(c3ccccn3)CC1)n2C	i	i	i	i	i	i	i	i	i	i	-3.4
CS(=O)(=O)Nc1ccc(C(=O)NC2CC3CCC2C3)cc1 (centres undefined)	i	i	i	i	i	i	i	i	i	i	-10.2
CCCC/S(C)=N/S(=O)(=O)c1ccc(C)cc1 (centres undefined)	i	i	i	i	i	i	i	i	i	i	-9.9
O=S(=O)(NC1CC1)c1ccc(S(=O)(=O)N2CCCc3ccccc32)cc1	i	i	i	i	i	i	i	i	i	i	-7.6
C=CCn1c(SCCN2CCOCC2)nc2c1c(=O)[nH]c(=O)n2C	i	i	i	i	i	i	i	i	i	i	-7.3
O=C(Nc1ccccc1F)N(Cc1ccc(F)cc1)Cc1nc2ccccc2c(=O)[nH]1	i	i	i	i	i	i	i	i	i	i	-7.4
CC(C)C(=O)Nc1ccc(-c2nc3ncccc3o2)cc1	i	i	i	i	i	i	i	i	i	i	-3.5
CC(Sc1nnc2ccccn12)C(=O)Nc1ccc2c(c1)OCCO2 (centres undefined)	i	i	i	i	i	i	i	i	i	i	-9.5
Cc1cccc(-n2ncc(C#N)c2N)c1	i	i	i	i	i	i	i	i	i	i	-7.8
Cc1c(CN(C)C)c2c(n1Cc1ccccc1)C(=O)c1ccccc1-2	i	i	i	i	i	i	i	i	i	i	-15.5
Cc1ccccc1CN(c1ccc(C(=O)Nc2cccnc2)cc1)S(C)(=O)=O	i	i	i	i	i	i	i	i	i	i	-19.5
Cc1cc(C(=O)OCCO)c(C#N)c(N)n1	i	i	i	i	i	i	i	i	i	i	-3.6
COc1cccc(NC(=O)c2ccc(S(=O)(=O)N3CCCCC3)cc2)c1	i	i	i	i	i	i	i	i	i	i	-15.9
Cc1cccc(Nc2nnc(SCC(=O)NC3CCCc4ccccc43)s2)c1C (centres undefined)	i	i	i	i	i	i	i	i	i	i	-11.7
CC(=O)NC1C(=O)N(CC(C)C)c2ccccc21 (centres undefined)	i	i	i	i	i	i	i	i	i	i	-13.3
O=C(Nc1cccc(S(=O)(=O)NCc2ccco2)c1)c1cc(-c2ccc(F)cc2)nc2ccccc12	i	i	i	7*	i	i	i	i	i	i	-9.6
COCCN1CCC(CNCc2cn(-c3cc(C)ccc3C)nc2-c2ccccc2)C1 (centres undefined)	i	i	i	i	i	i	i	i	i	i	-6.5
COc1ccc(Nc2nc(N)nc(CSC(=S)N3CCN(c4ccccc4)CC3)n2)cc1	i	i	i	i	i	i	i	i	i	i	-2.3
COc1ccc(Cl)cc1N(C(=O)c1ccco1)C(C(=O)NC1CCCC1)c1cccnc1 (centres undefined)	i	i	i	i	i	i	i	i	i	i	-8.6
CC(=N/O)/C(=N\O)c1ccc(C)o1	i	i	i	i	i	i	i	i	i	i	-5.3
O=c1[nH]c2ccc(NCc3ccc(F)cc3)cc2[nH]1	i	i	i	i	i	i	i	i	i	i	-4.4
CC(C)c1ccc(CNc2ncc(Br)cn2)cc1	i	i	i	i	i	i	i	i	i	i	-7.2
CN(C)/C=C/C(=O)c1ccc(Br)cc1	i	i	i	i	i	i	i	i	i	i	-2.5
O=C(COc1ccc(Br)cc1)NCCN1CCCC1	i	i	i	i	i	i	i	i	i	i	-4.1
Cc1nn(Cc2nc(-c3cccs3)no2)c(C)c1Br	i	i	i	i	i	i	i	i	i	i	-8.0
COc1ccc(Cc2nnc(SCC(=O)Nc3ccc(C)cc3)n(N)c2=O)cc1	i	i	i	i	i	i	i	i	i	i	-11.2
COc1cc(NS(=O)(=O)c2ccc(C)cc2)ccc1-n1cnnn1	i	i	i	i	i	i	i	i	i	i	-0.5
CCOC(=O)c1ccc(NC(=O)C(=O)NCc2ccccn2)cc1	i	i	i	i	i	i	i	i	i	i	-5.2
Cc1cccc(NC(=O)CSc2n[nH]c(-c3ccncc3)n2)c1	i	i	i	i	i	i	i	i	i	i	-3.8
CCN(CC)C(=O)c1cc(S(=O)(=O)N2CCCCC2)c[nH]1	i	i	i	i	i	i	i	i	i	i	-13.3
CC(C)C(C(=O)OCC(=O)c1ccc2c(c1)NC(=O)CO2)N1C(=O)c2ccccc2C1=O (centres undefined)	i	i	i	i	i	i	i	i	i	i	-7.5
CN(C)CCCOC(=O)CCc1ccccc1	i	i	i	i	i	i	i	i	i	i	-7.6
O=C(CNC(=O)c1ccc(Oc2ccccc2)cc1)OC1CCCCC1=O (centres undefined)	i	i	i	i	i	i	i	i	i	i	0.3
O=C(CNCC1CCCCC1)Nc1ccc(N2CCCCC2)cc1	i	.	i	i	i	.	i	i	i	i	-12.7
C=CCOc1ccc2ccccc2c1CNc1ncn[nH]1	i	i	i	i	i	i	i	i	i	i	-8.5
COc1cc(OC)c(C(=O)NCC(c2cccs2)N(C)C)cc1OC (centres undefined)	i	i	i	i	i	i	i	i	i	i	-16.2
CCCCOc1cccc(C(=O)NC(=S)Nc2cccc(C(F)(F)F)c2)c1	i	i	i	i	i	i	i	i	i	i	-5.4
O=C(COc1ccccc1)NS(=O)(=O)c1ccc(Cl)cc1	i	i	i	i	i	i	i	i	i	i	-8.4
Continued.
SMILES	MrgX1 allo act	KCNK3 inh	KCNK9 block	KCNQ1 inh	RGS4 block	ANO1 activ	KCNQ1 act	MrgX1 ag	RGS4 pot	ANO1 block	hERG protect
CC(C)CNC(=O)CSc1n[nH]c(=O)n1CCc1ccccc1	i	i	i	i	i	i	i	i	i	i	-0.2
CCc1ccc2[nH]c(=O)c(CN(Cc3ccc(F)cc3)C(c3nnnn3CCN3CCOCC3)C(C)C)cc2c1 (centres undefined)	i	i	i	i	i	i	i	i	i	i	-2.8
CCOC(=O)c1c(NC(NC(C)=O)C(Cl)(Cl)Cl)sc2c1CCCC2 (centres undefined)	i	i	i	i	i	i	i	i	i	i	-10.6
Cc1ccc(C(=O)N/N=C\c2ccc(-c3ccc([N+](=O)[O-])cc3)o2)cn1	i	i	i	i	i	i	i	i	i	i	-5.3
COC(=O)c1c(NC(=O)c2ccccc2F)sc2c1C(C(=O)OC)CC2 (centres undefined)	i	i	i	i	i	i	i	i	i	i	-1.3
Cc1c(Cl)cccc1NC(=S)NCc1ccc2c(c1)OCO2	i	i	i	i	i	i	i	i	i	i	-10.2
COCCN(C(=O)CSc1nnc(Nc2ccccc2F)s1)c1c(N)n(Cc2ccccc2)c(=O)[nH]c1=O	i	i	i	i	i	i	i	i	i	i	-10.9
Cc1onc(-c2ccccc2)c1C(=O)N/N=C/c1c[nH]c2ccccc12	i	i	i	i	i	i	i	i	i	i	-16.0
